Compound activity (PubChem BioAssay)
GPR55 LPI antagonism – GPR55 antagonists blocking LPI-driven arrestin recruitment, primary screen, imaging, U2OS, beta-arrestin-GFP, LPI agonist (AID 2013) | U2OS GPR55 beta-arrestin-GFP translocation imaging, LPI antagonism; higher % means a stronger effect | inhibition, % at 10 µM; hits with a dose series show IC50 in µM | 290,000 compounds, 0.13% hits;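 active = spots per cell inhibited over 60%, with over 100 cells counted and total cytoplasm intensity under 500,000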;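 also: U2OS cells stably carrying GPR55 and arrestin-GFP stimulated by 5 µM LPI near EC80; imaged beta-arrestin-GFP aggregate spots per cell after agonist stimulation; plate controls were LPI-stimulated DMSO wells for no effect and DMSO wells without LPI for full effect; some results filed as inactive read as strong as hits; confirmed hits need IC50 under 10 µM and bright autofluorescent wells are also inconclusive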
PhoP inhibition – inhibitors of PhoP regulon expression, primary screen, Salmonella Typhimurium, GFP reporter (AID 1863) | inhibition, % at 50 µM, or IC50 in µM where a hit was titrated | S. Typhimurium PhoP-regulated promoter GFP reporter, 4 h; higher % means a stronger effect | 300,000 compounds, 0.16% hits;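 active = inhibition over 29.93%, a cutoff 3 SD above the screen mean, later confirmed by dose response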;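 also: 0% = low Mg2+ inducing control and 100% = high Mg2+ repressing control; strong numbers were not always called active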
West Nile virus CPE – inhibition of WNV-induced cytopathic effect – cell-based, CPE readout (AID 1621); West Nile virus-infected cells, CPE inhibition; higher % means a stronger effect; CPE inhibition, % at 10 µM; hits with a dose series show IC50 in µM; 290,000 compounds, 0.02% hits; in the data active = a potency from the dose series; also: strong numbers were not always called active
NTR1 agonist – agonists of NTR1, primary screen, imaging, U2OS cells, beta-arrestin-GFP, high content (AID 493036); P30989; 330,000 compounds, 0.17% hits; activation, % at 20 µM; NTR1-U2OS beta-arrestin-GFP spot imaging, agonist mode;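 active = activation at or above 40% of the spot to cytoplasm intensity ratio, with at least 20 cells analyzed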;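 also: 0% = DMSO without peptide and 100% = 100 nM NTR1 peptide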
Target sequence (P30989 whole entry, looked up): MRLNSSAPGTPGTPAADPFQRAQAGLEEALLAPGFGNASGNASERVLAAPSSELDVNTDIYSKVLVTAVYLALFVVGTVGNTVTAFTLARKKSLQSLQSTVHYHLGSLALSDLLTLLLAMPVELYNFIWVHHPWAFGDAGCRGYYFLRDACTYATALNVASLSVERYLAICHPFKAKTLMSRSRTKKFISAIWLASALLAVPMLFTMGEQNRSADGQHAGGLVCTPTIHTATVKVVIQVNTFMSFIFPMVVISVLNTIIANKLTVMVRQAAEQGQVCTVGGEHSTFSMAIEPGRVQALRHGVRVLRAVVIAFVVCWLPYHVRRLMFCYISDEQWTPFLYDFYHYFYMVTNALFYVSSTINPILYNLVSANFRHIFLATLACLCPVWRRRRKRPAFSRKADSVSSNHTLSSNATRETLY
T cell modulator – modulates CD8 T cell binding to vesicles. calls only at 7 µM. AID 2052. 2C CD8+ T cell-vesicle binding, flow cytometry; hits give low values. 330,000 compounds, 0.068% hits;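 active = response, share of CD8 T cells binding vesicles, and their 90th percentile fluorescence all below set limits, cut at about 80% in these data, passing the limit was not always enough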
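Assay system – 2C mouse CD8+ T cells · Also added – QL9-loaded Drosophila micro-vesicles · Timing – Cell–vesicle co-incubation 1.5 h at 37 °C, staining 20 min on ice · Signal – flow cytometry of vesicle-bound cells · Measure – percent CD8+ FL2 mean versus row control · Controls – Peptide-free naked vesicles (low) and QL9 vesicles with 0.7% DMSO vehicle (high)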
KOR beta-arrestin-1 – KOR antagonists, beta-arrestin recruitment, cell-based, luminescence, uHTS (AID 1778). 290,000 compounds, 0.091% hits. inhibition, % at 10 µM, or IC50 in µM where a hit was titrated. KOR beta-arrestin recruitment, luminescence, antagonist mode; higher % means a stronger effect; in the data active = inhibition above about 50%; also: strong numbers were not always called active
KOR beta-arrestin-2 – kappa opioid receptor activators – cell-based, luminescence, uHTS, primary screen (AID 1777). KOR beta-arrestin recruitment, luminescence; higher % means a stronger effect. one-dose activation, % at 10 µM; EC50 in µM for titrated hits. 280,000 compounds, 0.02% hits; in the data active = activation above about 50%, passing the limit was not always enough; also: a part of the inactive calls stands beside numbers as strong as those of hits
GPR35 arrestin U2OS – GPR35 antagonists blocking zaprinast-driven arrestin recruitment, primary screen, imaging, U2OS, beta-arrestin-GFP, zaprinast agonist (AID 2058) | U2OS GPR35 beta-arrestin-GFP translocation imaging, zaprinast antagonism; higher % means a stronger effect | one-dose inhibition, % at 10 µM; IC50 in µM for titrated hits | 290,000 compounds, 0.052% hits;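 active = inhibition of at least 50% with at least 30 cells and total cytoplasm GFP at most 10,000,000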
GPR55 beta-arrestin – GPR55 agonists via beta-arrestin recruitment, primary screen, imaging, U2OS cells, beta-arrestin-GFP redistribution (AID 1961); 290,000 compounds, 0.048% hits; activation, % at 10 µM, or EC50 in µM where a hit was titrated; U2OS GPR55 beta-arrestin-GFP redistribution imaging; higher % means a stronger effect;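 active = activation above 40% with more than 50 cells counted in the well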;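 also: U2OS osteosarcoma cells stably expressing GPR55 and beta-arrestin-GFP; plate controls were DMSO negative control for no effect and LPI positive control for full effect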
T cell modulator vesicle-bound % – recorded beside T cell modulator, whose call it bears; double positive events, %; measured here: CD8+ vesicle-bound cell fraction;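 binding gate set so that unloaded-vesicle control wells show 10% double positive cells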
NTR1 agonist cell count 20 µM – further read-out of NTR1 agonist, marked with its call; cell count; measured here: cell count, cytotoxicity flag
* hit, by the source's call; i = inactive; · = no result given; [ ] = dose if it differs, or a comment.

Start of the listing, in advance:
SMILES | GPR55 LPI antagonism | PhoP inhibition | West Nile virus CPE | NTR1 agonist | NTR1 agonist cell count 20 µM | T cell modulator | T cell modulator vesicle-bound % | KOR beta-arrestin-1 | KOR beta-arrestin-2 | GPR35 arrestin U2OS | GPR55 beta-arrestin
CC(Oc1ccccc1Cl)C(=O)N1CCCN(C)CC1 (centres undefined) | -2% | 1% | 0.0% | -0.1 | 41 | i | 5 | -39% | 0.5% | -2% | -0.2%
COc1ccc(-c2cn(CCCOCc3ccccc3)nn2)cc1 | 10% | · | -1.3% | 0.6 | 73 | i | 29 | -16%[20 µM] | -3.9% | -6% | -0.1%

Results, from the start:
SMILES | GPR55 LPI antagonism | PhoP inhibition | West Nile virus CPE | NTR1 agonist | NTR1 agonist cell count 20 µM | T cell modulator | T cell modulator vesicle-bound % | KOR beta-arrestin-1 | KOR beta-arrestin-2 | GPR35 arrestin U2OS | GPR55 beta-arrestin
CC(Oc1ccccc1Cl)C(=O)N1CCCN(C)CC1 (centres undefined) | -2% | 1% | 0.0% | -0.1 | 41 | i | 5 | -39% | 0.5% | -2% | -0.2%
COc1ccc(-c2cn(CCCOCc3ccccc3)nn2)cc1 | 10% | · | -1.3% | 0.6 | 73 | i | 29 | -16%[20 µM] | -3.9% | -6% | -0.1%
CCCOc1ccc(CNC(=O)C2CCN(c3nn4c(=O)cc(C)nc4s3)CC2)cc1 | 10% | 5% | -0.9% | 0.5 | 46 | i | 18 | 11% | -1.8% | -7% | -0.2%
CCCOP(=O)(c1ccc(N(C)C)cc1)C(O)c1cccnc1 (centres undefined) | 27% | -2% | -0.2% | 3.7 | 70 | i | 50 | -20% | 2.5% | -3% | -0.1%
CC(=O)c1cccc(NC(=O)C2CCCN2S(=O)(=O)c2cccc3cccnc23)c1 (centres undefined) | 59% | 1% | 0.8% | -1.8 | 62 | i | 41 | -35% | 1.6% | 0% | -0.1%
CC(=O)c1cccc(NC(=O)CCS(=O)(=O)c2ccc(Br)s2)c1 | 2% | -7% | -0.6% | 1.3 | 59 | i | 47 | 20% | -6.1% | 2% | -0.5%
O=C(NCCCc1ccncc1)C1CCC(=O)N(CCc2cccc(F)c2)C1 (centres undefined) | 23% | 0% | 0.0% | -0.9 | 58 | i | 23 | -36% | -2.1% | -17% | 0.2%
Cc1c(CC(=O)O)c(=O)oc2c(C)c3occ(-c4ccccc4)c3cc12 | 10% | · | -0.3% | 0.4 | 72 | i | 50 | 16% | -0.1% | -6% | -0.1%
Cc1cc(C(=O)NNC(=O)c2cccc(N(C)C)c2)c(C)o1 | 17% | -5% | -0.2% | 0.4 | 58 | i | 63 | 4% | -2.6% | -10% | -0.1%
O=C(Nc1ccc(F)cc1)N1CCN(C(=O)C2CCCO2)CC1 (centres undefined) | 1% | -5% | 0.1% | 1.5 | 54 | i | 8 | 16% | -6.2% | 5% | 0.0%
COCC(=O)N1CCCC(C(=O)c2ccc3c4c(cccc24)CC3)C1 (centres undefined) | -2% | 5% | -1.5% | 0.0 | 65 | i | 22 | -18%[20 µM] | · | 9% | -0.1%
Cc1ccc([N+](=O)[O-])cc1NC(=O)Cc1cccs1 | 10% | 3% | -0.1% | -0.4 | 85 | i | 30 | -9% | 8.1% | 15% | -0.4%
CC[C@H](C)[C@H](NC(=O)c1ccccc1)C(=O)Nc1ccc(S(=O)(=O)Nc2cc(C)nc(C)n2)cc1 | 9% | -1% | 0.5% | 3.8 | 57 | i | 1 | 26% | 0.7% | 1% | 0.3%
Cc1ccc(NC(=O)CC2SC3=NCCCN3C2=O)c(C)c1 (centres undefined) | 1% | -4% | 0.0% | 1.4 | 62 | i | 54 | 28% | -2.9% | 2% | -0.1%
Cc1c(CC(=O)N2CCN(C(=O)C3COc4ccccc4O3)CC2)c(=O)oc2c(C)c(O)ccc12 (centres undefined) | 1% | -4% | 0.2% | 0.7 | 47 | i | 16 | 36% | 4.6% | -3% | -0.2%
Cc1cccc(CN2CCN(Cc3nc4c(s3)CCCC4)CC2CCO)n1 (centres undefined) | 7% | -8% | -0.9% | -0.6 | 95 | i | 60 | -34% | 4.0% | 10% | 0.0%
c1coc(Cn2c(SCc3nc4ccccc4[nH]3)nnc2-c2cnccn2)c1 | -8% | 22% | -0.3% | -0.4 | 70 | i | 62 | 11% | -3.7% | 6% | 0.8%
COc1cc(OC)c(NC(=O)CNC(=O)Cn2ccc3ccccc3c2=O)cc1Cl | -2% | 3% | -0.8% | 2.0 | 55 | i | 46 | -37% | -0.3% | 5% | -0.1%
COc1ccc(CCNC(=O)CSc2nnc(-c3cccc(F)c3)o2)cc1OC | 6% | 5% | 0.7% | 1.4 | 57 | i | 12 | 10% | 27% | 16% | 0.2%
CCOC(=O)c1c(N2C(=O)C3C4C=CC(O4)C3C2=O)sc2c1CCCC2 (centres undefined) | 14% | 4% | · | -0.2 | 52 | i | 52 | 7% | -3.6% | -4% | 0.0%
CC1(C2CC2)NC(=O)NC1=O (centres undefined) | 4% | 1% | 0.1% | -0.9 | 62 | i | 38 | -35% | 1.3% | 3% | 0.3%
CCN(CC)CCN(Cc1cc2cc3c(cc2[nH]c1=O)OCO3)C(=S)NC | 10% | 1% | -0.6% | -0.2 | 75 | i | 57 | -8%[20 µM] | -4.5% | 3% | 0.4%
C[C@H](NC(=O)[C@H]1N2C(=O)c3ccccc3C2SC1(C)C)C(=O)N1CCC[C@H]1C(=O)O (some centres undefined) | 0% | 2% | 0.1% | 14 | 90 | i | 27 | 4%[20 µM] | 7.5% | -1% | 0.2%
O=C(CSc1nc(C2CCCCC2)n(-c2ccccc2)n1)NCCN1C(=O)CSC1=O | -7% | -7% | -0.6% | 0.7 | 96 | i | 31 | 8% | 1.8% | 20% | 0.8%
COC(=O)C1=C(C)NC(C)=C(C(=O)OC)C1C(=O)OC1CCCCC1=O (centres undefined) | 20% | 8% | 0.1% | -4.5 | 104 | i | 27 | 18% | -0.8% | 0% | 0.2%
SMILES | GPR55 LPI antagonism | PhoP inhibition | West Nile virus CPE | NTR1 agonist | NTR1 agonist cell count 20 µM | T cell modulator | T cell modulator vesicle-bound % | KOR beta-arrestin-1 | KOR beta-arrestin-2 | GPR35 arrestin U2OS | GPR55 beta-arrestin
CCc1ccc(C(C)NC(=O)c2ccc3c(c2)OCO3)cc1 (centres undefined) | 7% | -5% | -0.7% | 0.0 | 69 | i | 8 | -20% | 0.9% | -12% | 0.6%
O=C1NC(=Nc2ccccc2Cl)SC1(CO)CO | 14% | 9% | -0.2% | 1.4 | 70 | i | 45 | -16% | -0.1% | -7% | -0.2%
O=S(=O)(Nc1ccc(Cl)cn1)c1cccc(S(=O)(=O)c2ccccc2)c1 | -3% | 6% | 2.6% | 0.2 | 38 | i | 45 | -31%[20 µM] | 4.6% | 11% | -0.1%
CSc1ccccc1C(=O)Nc1cccc([N+](=O)[O-])c1 | 0% | -1% | -0.9% | -1.3 | 74 | i | 25 | -63%[20 µM] | -3.2% | 18% | 0.2%
CN(C)C=Nc1nonc1-c1ccc(Cl)cc1 | 0% | 3% | -0.2% | 0.0 | 33 | i | 26 | 23% | -0.6% | -1% | 0.6%
CC1CCC(N2CCNCC2)CC1 (centres undefined) | 5% | -8% | 0.6% | -0.9 | 49 | i | 33 | 10%[20 µM] | · | 0% | -0.1%
COCc1nnc(NC(=O)c2ccccc2[N+](=O)[O-])s1 | 4% | 0% | -0.5% | -0.4 | 39 | i | 43 | 7% | 7.2% | -8% | 0.6%
CCN1CCN(Cc2c3ccccc3cc3ccccc23)CC1 | 16% | 2% | 1.1% | 2.2 | 49 | i | 58 | -3%[20 µM] | 1.7% | -6% | -0.1%
Cn1c2ccccc2n2c(=O)c(=O)n(CC(=O)N3CCCc4ccccc43)nc12 | 3% | 5% | -0.5% | 1.1 | 70 | i | 58 | 2%[20 µM] | · | -9% | -0.1%
CCNC(=O)NC(=O)C(C)SCc1ccccc1C (centres undefined) | 1% | -3% | -0.2% | 0.1 | 30 | i | 6 | 5% | -3.4% | 16% | 0.1%
COC(=O)c1sc(NC(=O)COc2ccc(C)cc2)nc1C | 6% | -3% | · | -2.4 | 34 | i | 37 | 7% | -7.8% | 12% | -0.1%
Cn1c2ccccc2c2cc(C(=O)NNC(=O)CCl)sc21 | -3% | -3% | -0.7% | 0.6 | 49 | i | 37 | -25% | 1.0% | 8% | 1.5%
Cc1cccc(N(C)S(=O)(=O)c2ccc3c(c2)C(C)(C)C(=O)N3C)c1 | 8% | · | 0.3% | 4.3 | 50 | i | 26 | -3%[20 µM] | -1.7% | -8% | 0.7%
Cc1ccc(C(=O)OCC(=O)N(C)C2CCS(=O)(=O)C2)cc1[N+](=O)[O-] (centres undefined) | 9% | -3% | 1.1% | 1.2 | 36 | i | 9 | -33% | 1.9% | -7% | 0.8%
NNC(=O)CN(CCc1ccccc1)S(=O)(=O)c1ccc(Cl)cc1 | 2% | 6% | 0.0% | 0.6 | 26 | i | 15 | -17%[20 µM] | -0.9% | -22% | -0.1%
Cc1ccc(C(=O)Nc2cc(-c3ccn[nH]3)c(C)n(N)c2=O)cc1 | 16% | -8% | 0.8% | 3.7 | 42 | i | 38 | -5% | -1.7% | -3% | -0.3%
COc1cc(OC)cc(C(=O)N2CCN(C(=O)c3ccc(-c4ccccc4)cc3)CC2)c1 | 8% | -7% | -0.6% | -0.5 | 96 | i | 49 | -54%[20 µM] | · | 7% | 0.2%
O=C(NC1=NCCS1)C1CC(=O)N(c2ccc(F)cc2)C1 (centres undefined) | 3% | 3% | 0.2% | 1.0 | 97 | i | 12 | -2% | -0.2% | -12% | 0.2%
CCc1ccc(C(C)NC(=O)C2CCCC2)cc1 (centres undefined) | -15% | -2% | -0.5% | -0.9 | 64 | i | 43 | -29% | 2.4% | 0% | -0.1%
CCOC(=O)c1sc(NC(=S)NC(=O)c2ccccc2)nc1C | 9% | -3% | -0.4% | 5.4 | 50 | i | 6 | -13% | 2.0% | -8% | -0.5%
COc1ccc(CNC(=O)CN(C(=O)c2csnn2)c2ccccc2F)cc1 | -15% | -1% | 0.3% | -0.7 | 43 | i | 15 | -51% | -0.5% | 6% | -0.1%
COc1ccccc1NC(=O)c1cccc2c(Br)cccc12 | -6% | 14% | -1.4% | 0.4 | 72 | i | 54 | 4% | -0.5% | 2% | -0.1%
COc1cc(OC)c(C(=O)NCCCn2ccnc2)cc1OC | 10% | 3% | 0.1% | 0.0 | 61 | i | 54 | -3% | -3.0% | 0% | -0.6%
